Compound activity from PubChem.
IMPase Li inh = cell-permeable IMPase inhibitors with lithium potentiation; CHO-M1 cells, IP1 TR-FRET (IP-One), carbachol + lithium; Potency, µM (doses to about 59.4 µM), inactives show top-dose activity, negative = IMPase inhibition, hits mostly inhibitors; 0.35% of 210,000 active; AID 1457;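 also: IP1 builds up when IMPase is blocked and the TR-FRET signal falls; potency is read from the fitted curve at half-maximal effect; plate controls were basal vehicle for no effect and high inhibitor control for full effect; nearly all actives have a fitted effect of over 50% in size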
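Lithium-sensitised IP1 accumulation assay; M1-expressing CHO cells treated 30 min at 37C with compound. Competitive antibody detection by time-resolved FRET followed a 10 min room-temperature lysis step.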
CBFb-RUNX1 inh = blocks binding between human CBF-beta and RUNX1; Q01196+Q13951; AlphaScreen CBFb-His/RUNX1-biotin binding, biochemical; Potency, µM (series often up to 59.8 µM), inactives show top-dose activity, negative = inhibition, usual class: inhibitors; 230,000 tested, under 10 active; AID 1477; also: % of control where 0% means no effect
Target sequence (Q01196 whole entry, looked up): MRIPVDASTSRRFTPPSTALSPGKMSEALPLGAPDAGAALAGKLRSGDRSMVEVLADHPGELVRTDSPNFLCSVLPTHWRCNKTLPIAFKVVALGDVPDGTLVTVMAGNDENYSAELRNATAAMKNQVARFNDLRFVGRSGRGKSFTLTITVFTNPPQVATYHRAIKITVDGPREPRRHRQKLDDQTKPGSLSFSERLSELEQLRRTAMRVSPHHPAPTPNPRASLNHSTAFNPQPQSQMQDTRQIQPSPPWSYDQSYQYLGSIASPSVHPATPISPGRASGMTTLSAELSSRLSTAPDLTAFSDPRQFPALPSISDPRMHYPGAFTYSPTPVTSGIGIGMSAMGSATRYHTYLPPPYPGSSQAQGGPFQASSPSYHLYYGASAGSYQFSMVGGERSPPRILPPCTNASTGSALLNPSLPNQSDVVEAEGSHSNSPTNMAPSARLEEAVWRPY
Target sequence (Q13951 whole entry, looked up): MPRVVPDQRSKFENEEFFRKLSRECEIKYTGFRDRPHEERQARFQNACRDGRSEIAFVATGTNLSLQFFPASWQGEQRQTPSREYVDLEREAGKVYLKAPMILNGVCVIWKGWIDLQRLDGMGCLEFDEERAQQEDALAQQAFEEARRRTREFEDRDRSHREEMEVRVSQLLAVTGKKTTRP
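CBF-beta (His) and RUNX1 (biotin), 30 nM each; 20 min preassociation; + compound, 15 min; + beads 50 ng each (Ni, streptavidin), 90 min; RT; AlphaScreen read.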
LMNA splice mod = modulators of lamin A splicing. 0.01% of 200,000 active. Potency, µM (titrated, usually from 46.1 µM), for the others: at the highest dose ratio change, negative = inhibition, most hits filed as inhibitors. HeLa LMNA splicing GFP/RFP minigene ratio, 48 h; active = well fitted inhibition curve with a large enough effect in the signal ratio, with a control signal flat, not every such curve was filed as active; inconclusive = small, poorly fitted or top-dose-only effect, or effect the other way, or a change in a side signal; the % refers to the signal ratio; also: potency is read from the fitted curve at half-maximal effect; % is scaled to controls: 0 for no effect and ±100 for the full control effect
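S3 HeLa cells stably expressing lamin A-EGFP splicing minigene plus DsRed2, 600 cells/well, 48 h compound exposure at 37C. Laser-scanning cytometry; analysed as GFP (500-530 nm)/RFP (575-640 nm) total intensity ratio; 0.5% DMSO vehicle.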
Luc counter = Kinase-Glo luciferase inhibition (counter-screen). Q27757. Kinase-Glo luciferase, ATP luminescence, 8 min. Potency, µM (titrated, usually from 38.3 µM), without a hit: at the highest dose activity change, negative = inhibition, usual class: inhibitors. 0.28% of 200,000 active. AID 1379; also: potency is read from the fitted curve at half-maximal effect; % is scaled to controls: 0 for no effect and ±100 for the full control effect; nearly all actives have a fitted effect of over 60% in size
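Recombinant Kinase-Glo luciferase, 10 uM ATP (linear range), luciferin; imidazole pH 7.2 / KCl / MgCl2 / Tween / BSA buffer; 8 min RT; luminescence.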
Epigenetic derep = derepresses silenced GFP reporter in murine cells; murine LDR cells, GFP reporter derepression, 30 h; Potency, µM (doses to about 53.9 µM), for inactives: at the top dose GFP activation, usual class: activators; 0.2% of 280,000 active; AID 1865; also: potency is read from the fitted curve at half-maximal effect; % of control where 0% means no effect; nearly all actives have a fitted effect of over 60% in size
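Derepression of a silenced CMV-GFP reporter in murine LDR cells is scored by enumerating GFP-positive cells with a laser-scanning microplate cytometer after 30 hours of treatment at 37 C.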
aGal spleen mod = alpha-galactosidase A (human) modulation. 0.008% of 240,000 active. human spleen homogenate, 4MU-alpha-Gal fluorescence, 40 min. Potency, µM (highest dose often 80 µM), without a hit: at the highest dose activity change, negative = inhibition, usual class: inhibitors;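 also: potency is read from the fitted curve at half-maximal effect; 0% = enzyme with vehicle and -100% = no enzyme basal signal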
Target sequence (P06280 32-429 limits assumed): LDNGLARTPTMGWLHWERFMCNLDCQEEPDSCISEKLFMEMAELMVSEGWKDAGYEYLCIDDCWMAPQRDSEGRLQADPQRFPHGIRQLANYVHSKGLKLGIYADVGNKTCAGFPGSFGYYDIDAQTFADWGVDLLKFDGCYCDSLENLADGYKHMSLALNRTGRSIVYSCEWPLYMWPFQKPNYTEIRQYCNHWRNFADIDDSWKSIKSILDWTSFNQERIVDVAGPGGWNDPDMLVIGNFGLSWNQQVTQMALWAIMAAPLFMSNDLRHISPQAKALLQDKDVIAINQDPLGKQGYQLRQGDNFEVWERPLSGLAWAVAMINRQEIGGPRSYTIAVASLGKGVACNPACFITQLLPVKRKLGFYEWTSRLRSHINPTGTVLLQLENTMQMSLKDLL
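qHTS titration in buffer at pH 5.0. Alpha-galactosidase activity in spleen homogenate was measured via 4-methylumbelliferone release from 1 mM fluorogenic substrate after 40 min at 37C and a pH 10 stop. AC50 came from Hill fits of control-normalized data.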
NPSR antagonist = blocks cAMP signaling of the human neuropeptide S receptor. Q6W5P4. CHO-NPSR cells, cAMP TR-FRET, antagonist mode. Potency, µM (top dose mostly 38.3 µM), without a hit: at the highest dose activity change, negative = inhibition, usual class: inhibitors. 1% of 220,000 active; also: potency is read from the fitted curve at half-maximal effect; % is scaled to controls: 0 for no effect and ±100 for the full control effect; nearly all actives have a fitted effect of over 50% in size; many of its hits are not listed in these tables
* = called active by the depositor; [ ] = remark or other dose. Unless noted, calls follow the shape of the dose curve; as a rule, active = well fitted curve in the direction sought with a large enough effect; inconclusive = small, poorly fitted or top-dose-only effect, or another doubt; inactive = no such curve, though single readings can be large; an effect the other way counts as inactive or inconclusive. The list is partial, so the mix of outcomes need not match the whole.

Screening Cc1cccc(-n2nnnc2SCC(=O)c2cc(C)n(CC3CCCO3)c2C)c1 (configuration not stated) returned IMPase Li inh 4%[38.3 µM], CBFb-RUNX1 inh -3%, LMNA splice mod inconclusive, Luc counter 0%, Epigenetic derep -2.4%, aGal spleen mod -3% and NPSR antagonist -19%[46.1 µM].
`CCOC(=O)CSc1[nH]c2cc(OC)ccc2c1[N+](=O)[O-]` gave IMPase Li inh 8%, CBFb-RUNX1 inh 13%, Luc counter -1%, Epigenetic derep 0.1%, aGal spleen mod -2% and NPSR antagonist 25%.
For CCC(C)(C)NC(=O)C(c1ccncc1)N(C(=O)c1sc(C)nc1C)c1ccc(C)cc1 (configuration not stated) the results were IMPase Li inh -2%, CBFb-RUNX1 inh 11%, Luc counter -2%, Epigenetic derep -1.0%, aGal spleen mod -3% and NPSR antagonist 33%.
For O=C(Cn1c(C(F)(F)F)nc2ccccc21)c1ccccc1 the results were IMPase Li inh 0%[38.3 µM], CBFb-RUNX1 inh 1%, LMNA splice mod 12%, Luc counter -4%, Epigenetic derep 1.2%, aGal spleen mod -13% and NPSR antagonist -14%[46.1 µM].
Screening N#CC1=C(N)OC2=C(C(=O)CCC2)C12CCC1(CC2)OCCO1 returned IMPase Li inh -17%[38.3 µM], CBFb-RUNX1 inh -10%, LMNA splice mod 7%, Luc counter -4%, Epigenetic derep -1.0%, aGal spleen mod 3% and NPSR antagonist -5%[46.1 µM].
Screening COc1c2ccccc2nc2occc12 returned IMPase Li inh -10%, CBFb-RUNX1 inh 19%, Luc counter -7%, Epigenetic derep -1.3% and aGal spleen mod 18%.
Cc1ccc(C(=O)Cn2nnc3ccccc32)cc1C was read as IMPase Li inh -11%[38.3 µM], CBFb-RUNX1 inh 11%, LMNA splice mod 0%[0.0737 µM], Luc counter 0%, Epigenetic derep 2.8%, aGal spleen mod -14% and NPSR antagonist -12%[46.1 µM].
For COc1ccc(NC(=O)CCN2C(=O)c3ccc([N+](=O)[O-])cc3C2=O)c(OC)c1 the results were IMPase Li inh -2%, CBFb-RUNX1 inh 6%, LMNA splice mod 12%, Luc counter -3%, Epigenetic derep 0.0%, aGal spleen mod -3% and NPSR antagonist 19%.
`CC(C)NC(=O)CSc1c2c(nc3ccccc13)CCCC2` gave IMPase Li inh -10%, CBFb-RUNX1 inh 4%, Epigenetic derep -0.3%, aGal spleen mod 7% and NPSR antagonist 0%.
`COc1ccc(S(=O)(=O)Nc2ccccc2C(=O)N2CCCC2)cc1OC` gave CBFb-RUNX1 inh 16%, Epigenetic derep 0.0%, aGal spleen mod -15% and NPSR antagonist 0%.
`Cc1nn(-c2ccccc2)c(N2CCCC2)c1/C=N/Nc1ccc(S(=O)(=O)Nc2ccccc2)cc1[N+](=O)[O-]` gave IMPase Li inh 17%, CBFb-RUNX1 inh -1%, LMNA splice mod inconclusive, Luc counter -12%, Epigenetic derep 1.1%, aGal spleen mod 5% and NPSR antagonist -20%.
COCCn1c(SCC#N)nnc1-c1ccc2c(c1)OCO2 was read as IMPase Li inh 14%[38.3 µM], CBFb-RUNX1 inh 1%, LMNA splice mod 4%, Luc counter -4%, Epigenetic derep 0.7%, aGal spleen mod 15% and NPSR antagonist 18%[46.1 µM].

Four structures from above, ordered by length of the SMILES, rising.
Cc1ccc(C(=O)Cn2nnc3ccccc32)cc1C was read as IMPase Li inh -11%[38.3 µM], CBFb-RUNX1 inh 11%, LMNA splice mod 0%[0.0737 µM], Luc counter 0%, Epigenetic derep 2.8%, aGal spleen mod -14% and NPSR antagonist -12%[46.1 µM].
`CC(C)NC(=O)CSc1c2c(nc3ccccc13)CCCC2` gave IMPase Li inh -10%, CBFb-RUNX1 inh 4%, Epigenetic derep -0.3%, aGal spleen mod 7% and NPSR antagonist 0%.
Screening N#CC1=C(N)OC2=C(C(=O)CCC2)C12CCC1(CC2)OCCO1 returned IMPase Li inh -17%[38.3 µM], CBFb-RUNX1 inh -10%, LMNA splice mod 7%, Luc counter -4%, Epigenetic derep -1.0%, aGal spleen mod 3% and NPSR antagonist -5%[46.1 µM].
For COc1ccc(NC(=O)CCN2C(=O)c3ccc([N+](=O)[O-])cc3C2=O)c(OC)c1 the results were IMPase Li inh -2%, CBFb-RUNX1 inh 6%, LMNA splice mod 12%, Luc counter -3%, Epigenetic derep 0.0%, aGal spleen mod -3% and NPSR antagonist 19%.

More results:
Screening CC(C)C(C)NC(=O)COc1ccc(S(=O)(=O)N2CCOCC2)cc1[N+](=O)[O-] (configuration not stated) returned IMPase Li inh -3%, CBFb-RUNX1 inh 7%, LMNA splice mod 2%, Luc counter 0%, Epigenetic derep -1.3%, aGal spleen mod 3% and NPSR antagonist 7%.
CC(C)CCN(C(=S)Nc1cccc(F)c1)C1CCN(C(C)C)CC1 was read as IMPase Li inh -6%, CBFb-RUNX1 inh 1%, LMNA splice mod inconclusive, Luc counter 0%, Epigenetic derep -5.9%, aGal spleen mod -5% and NPSR antagonist -2%.
Screening CC(Sc1ccsc1[N+](=O)[O-])C(=O)NCc1ccco1 (configuration not stated) returned IMPase Li inh 4%, CBFb-RUNX1 inh -11%, Luc counter -1%, Epigenetic derep 1.2%, aGal spleen mod -2% and NPSR antagonist -7%.
CC1CCCCN1c1ccc(N)cc1C(N)=O (configuration not stated) was read as IMPase Li inh 9%, CBFb-RUNX1 inh -5%, Luc counter 0%, Epigenetic derep -0.1%, aGal spleen mod -4% and NPSR antagonist 39%.
CCc1nnc(NC(=O)CSc2nnc(COc3ccccc3C)o2)s1 was read as IMPase Li inh -1%[38.3 µM], CBFb-RUNX1 inh 1%, LMNA splice mod -3%, Luc counter -1%, Epigenetic derep 0.0%, aGal spleen mod 6% and NPSR antagonist inconclusive.
CC(=O)Nc1ccc(S(=O)(=O)Nc2cccc(C(=O)NC(C)(C)C)c2)cc1 was read as IMPase Li inh -3%[38.3 µM], CBFb-RUNX1 inh -3%, LMNA splice mod 8%, Luc counter -3%, Epigenetic derep 2.5%, aGal spleen mod 7% and NPSR antagonist -9%[46.1 µM].
S=c1nc(-c2cc(Cl)cc(Cl)c2)[nH][nH]1 was read as CBFb-RUNX1 inh 3%, Epigenetic derep 3.7%, aGal spleen mod 7% and NPSR antagonist 1%.
Screening CCOC(=O)C1CCN(Cc2nnnn2CCc2ccccc2)CC1 returned IMPase Li inh 4%, CBFb-RUNX1 inh 0%, Luc counter -4%, Epigenetic derep 0.0%, aGal spleen mod 1% and NPSR antagonist 0%.
O=C(O)C1CC=CCC1C(=O)N1CCN(c2nc(-c3ccccc3)c3ccccc3n2)CC1 (configuration not stated) was read as IMPase Li inh 15%[38.3 µM], CBFb-RUNX1 inh 16%, LMNA splice mod 10%, Luc counter 6%, Epigenetic derep 0.8%, aGal spleen mod -3% and NPSR antagonist -9%[46.1 µM].
Screening O=C1CCCN1CCCNc1ncnc2c1[nH]c1ccc(Cl)cc12 returned IMPase Li inh 29%[38.3 µM], CBFb-RUNX1 inh -6%, LMNA splice mod -10%, Luc counter -2%, Epigenetic derep 0.0%, aGal spleen mod 0% and NPSR antagonist 1%[46.1 µM].
Screening COc1ccc(C(C[N+](=O)[O-])c2c(-c3ccccc3)cc3ccccn23)cc1 (configuration not stated) returned IMPase Li inh 29%[38.3 µM], CBFb-RUNX1 inh 0%, LMNA splice mod 1%, Luc counter 9%, Epigenetic derep 0.7%, aGal spleen mod 17% and NPSR antagonist -6%[46.1 µM].
Screening CCOCCn1c(CN2CCN(CC)CC2)nc2c1c(=O)n(C)c(=O)n2C returned IMPase Li inh 4%, CBFb-RUNX1 inh 2%[2.36 µM], LMNA splice mod 3%, Luc counter 1%, Epigenetic derep 5.1%, aGal spleen mod 4% and NPSR antagonist 2%.
`COc1cccc(Cn2cccc(NC(=O)Nc3cccc(C#N)c3)c2=O)c1` gave CBFb-RUNX1 inh 23%, Epigenetic derep 1.9%, aGal spleen mod -6% and NPSR antagonist -9%.
For CC1CCCN(CCOCCOc2ccccc2-c2ccccc2)C1 (configuration not stated) the results were IMPase Li inh 18%, CBFb-RUNX1 inh -1%, LMNA splice mod -2%, Luc counter 1%, Epigenetic derep 0.6%, aGal spleen mod -2% and NPSR antagonist 16%.
Cc1onc(-c2ccccc2Cl)c1C(=O)Oc1cc(N)n(S(=O)(=O)c2ccc(F)cc2)n1 was read as CBFb-RUNX1 inh 6%, LMNA splice mod inconclusive, Epigenetic derep -1.0%, aGal spleen mod 11% and NPSR antagonist inconclusive.
Screening Cc1nc(Cl)c(C(=O)NC(C)(C)C)c(C)c1Cl returned IMPase Li inh 1%, CBFb-RUNX1 inh -5%, LMNA splice mod -5%, Luc counter -6%, Epigenetic derep 0.0%, aGal spleen mod 4% and NPSR antagonist 19%.
Screening O=C(CCCN1C(=O)c2cccnc2C1=O)Nc1ccccc1F returned IMPase Li inh -5%, CBFb-RUNX1 inh -7%, LMNA splice mod inconclusive, Luc counter -1%, Epigenetic derep -1.7%, aGal spleen mod -1% and NPSR antagonist 15%.
Screening COc1ccc(N=N/C(=C\O)C(=O)c2ccco2)cc1 returned IMPase Li inh 11%, CBFb-RUNX1 inh -28%, LMNA splice mod -13%[46 µM], Luc counter -8%, Epigenetic derep 1.1%, aGal spleen mod 4% and NPSR antagonist -58%.
Screening CN(c1c(C#N)c(C(F)(F)F)nn1C)N(S(C)(=O)=O)S(C)(=O)=O returned IMPase Li inh -9%, CBFb-RUNX1 inh 2%, LMNA splice mod 11%[46 µM], Luc counter 0%, Epigenetic derep -1.4%, aGal spleen mod 11% and NPSR antagonist 15%.
CCN1/C(=C/C(=O)c2ccco2)Sc2ccccc21 was read as IMPase Li inh -9%[38.3 µM], CBFb-RUNX1 inh 22%, LMNA splice mod 9%, Luc counter -7%, Epigenetic derep 8.8%, aGal spleen mod 14% and NPSR antagonist -19%[46.1 µM].
For COCC(C)NC(C(=O)Nc1cccc(C(C)=O)c1)c1ccccc1 (configuration not stated) the results were IMPase Li inh 13%, CBFb-RUNX1 inh -8%, LMNA splice mod -10%[46 µM], Luc counter -1%, Epigenetic derep 1.1%, aGal spleen mod 2% and NPSR antagonist 8%.
`O=C(Cn1cnc2ccccc2c1=O)c1ccc2c(c1)OCCO2` gave IMPase Li inh -1%[38.3 µM], CBFb-RUNX1 inh 8%, LMNA splice mod 3%, Luc counter 0%, Epigenetic derep 0.0%, aGal spleen mod -1% and NPSR antagonist 5%[46.1 µM].
`Cc1cc(C)cc(N2C(=O)CSC2c2cccs2)c1` (configuration not stated) gave IMPase Li inh 19%[38.3 µM], CBFb-RUNX1 inh -1%, LMNA splice mod 16%, Luc counter -5%, Epigenetic derep -1.0%, aGal spleen mod -5% and NPSR antagonist -13%[46.1 µM].
